# GASC1 inh: inhibitors of GASC-1 (KDM4C) histone demethylase, primary screen, biochemical, single concentration HTS; Lysine-specific demethylase 4C (Homo sapiens), Q9H3R0; GST-KDM4C 2-372, H3K9me3 peptide, LANCE TR-FRET; inhibition, % at 12.5 µM; 0.15% of 96,000 active;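 active means mean replicate inhibition above about 25%, with at least 55% of replicates also reaching it, limit read from the data, passing the limit was not always enough; inconclusive means only one of those two conditions met; inactive means neither condition met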
# Target sequence (Q9H3R0 2-372 limits assumed): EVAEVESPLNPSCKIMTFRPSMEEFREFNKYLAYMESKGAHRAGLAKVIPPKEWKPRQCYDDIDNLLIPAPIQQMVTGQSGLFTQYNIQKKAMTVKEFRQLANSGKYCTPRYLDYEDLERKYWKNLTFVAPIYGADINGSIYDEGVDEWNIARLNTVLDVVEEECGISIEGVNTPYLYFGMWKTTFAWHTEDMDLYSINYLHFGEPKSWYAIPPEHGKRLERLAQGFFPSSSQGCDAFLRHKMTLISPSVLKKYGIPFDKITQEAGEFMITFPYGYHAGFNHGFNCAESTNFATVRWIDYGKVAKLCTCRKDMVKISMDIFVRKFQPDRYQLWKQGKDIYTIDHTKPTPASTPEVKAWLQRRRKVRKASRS
#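 Test system: N-terminal GST-fused human GASC-1 (KDM4C) fragment, residues 2-372; quantity: GASC-1 enzyme at 10 nM final in reaction; dosing: single dose; schedule: 30 min demethylation and 1 h detection at room temperature; signal: LANCE TR-FRET, excitation 340 nm, emissions 618 and 671 nm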
# C diff growth: C. difficile growth inhibitors, primary screen, HTS; Clostridium difficile clinical isolate growth, OD600, 24 h; stronger effect = lower value; 0.25% of 86,000 active; AID 1259249, 2017; growth activity, negative = inhibition, % at 16 µg/mL (by protocol);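 active means mean growth activity at or below -80% and every replicate also at or below -80%; inconclusive means mean at or below -80% but some replicate above -80%; inactive means mean growth activity above -80%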;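 further: 0% = DMSO wells and -100% = levofloxacin 16 µg/mL wells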
# Tcruzi prolif: T. cruzi intracellular proliferation inhibitors, primary screen, cell-based, beta-gal Tulahuen parasites, NIH3T3 host, luminescence | AID 624255, 2012 | 5.9% of 77,000 active | inhibition, % at 8.34 µM | T. cruzi beta-gal in NIH3T3, GalScreen luminescence, 90 h;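 active means mean inhibition above about 93%, with at least 55% of replicates each passing it, limit read from the data, passing the limit was not always enough; inconclusive means only one of those two conditions holds; inactive means neither condition holds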
# Pf Dd2 inh: P. falciparum Dd2 growth inhibitors, primary screen, SYBR Green fluorescence, single dose replicates | 72 h; stronger effect = lower value | activity change, % at 10 µM | 2.3% of 94,000 active; in the data active means activity change below about -80%; inconclusive means no clear call, values can overlap the other calls
# * marks the source's active call; other numbers are inactive results; ? = inconclusive; . = not tested or not shown; & = joins results of further samples.
# Below each SMILES – GASC1 inh	C diff growth	Tcruzi prolif	Pf Dd2 inh
- CN(C)C(=O)c1ccc(-c2ccccc2[C@H]2[C@H](C#N)N(C(=O)C3CCCCC3)[C@H]2CO)cc1
  1.2	-16	.	-22
- C[C@H](CO)N1C[C@H](C)[C@H](CN(C)Cc2ccccc2)Oc2ccc(NC(=O)CCN3CCOCC3)cc2CC1=O
  -1.7	2	6	-43
- C[C@@H](NC(=O)C[C@H]1C[C@@H]2c3cc(N(C)C)ccc3O[C@@H]2[C@H](CO)O1)c1ccccc1
  24	0	-6	12
- COc1ccc(S(=O)(=O)N(C)C[C@@H]2Oc3ccc(NC(=O)NC4CCCCC4)cc3C(=O)N([C@H](C)CO)C[C@H]2C)cc1
  0.8	1	56	12
- O=C(Nc1ccc2c(c1)OCO2)N[C@@H]1CC[C@@H](CCNC(=O)C2CCOCC2)O[C@@H]1CO
  0.9	-1	.	.
- C[C@@H]1CCCCO[C@@H](CN(C)Cc2ccc(C(F)(F)F)cc2)[C@@H](C)CN([C@H](C)CO)C(=O)c2cc(NC(=O)Nc3ccc4c(c3)OCO4)ccc2O1
  -1.3	.	100*	36
- C[C@H]1CN([C@@H](C)CO)C(=O)CCCn2cc(nn2)CO[C@@H]1CN(C)S(=O)(=O)c1ccc(-c2ccccc2)cc1
  -1.5	-2	12&3	-11&18
- C[C@H](CO)N1C[C@H](C)[C@H](CN(C)S(=O)(=O)c2cccc(F)c2)Oc2cc(C#CCN(C)C)ccc2S1(=O)=O
  3.5	1	.	-1
- C[C@@H]1CCCCO[C@@H](CN(C)Cc2ccc(C(F)(F)F)cc2)[C@@H](C)CN([C@@H](C)CO)C(=O)c2cc(NC(=O)Nc3cccc4ccccc34)ccc2O1
  -3.0	5	?	8
- CCNC(=O)C[C@H]1CC[C@H]2[C@H](COc3ccc(NC(=O)Nc4cccc(Cl)c4)cc3C(=O)N2C)O1
  -0.6	-1	14	4
- CO[C@@H]1CN(C)C(=O)c2ccc(NC(=O)C3CC3)cc2OC[C@@H](C)N(C(=O)c2ccncc2)C[C@H]1C
  18	2	-19	16
- C[C@H]1CN([C@@H](C)CO)C(=O)CCCn2cc(nn2)CO[C@H]1CN(C)C(=O)Nc1cccc(Oc2ccccn2)c1
  -0.5	0	61	9
- C[C@@H]1CCCCO[C@H](CN(C)Cc2ccccc2)[C@H](C)CN([C@H](C)CO)C(=O)c2cc(NC(=O)Nc3ccc4c(c3)OCO4)ccc2O1
  5.2	7	98*	-78
- CNC[C@H]1Oc2ccc(NS(=O)(=O)c3ccc(C)cc3)cc2CC(=O)N([C@@H](C)CO)C[C@@H]1C
  -0.5	-1	-10	4
- CNC[C@@H]1OCCCC[C@H](C)Oc2ccc(NC(=O)Nc3c(C)noc3C)cc2C(=O)N([C@@H](C)CO)C[C@H]1C
  1.1	-2	-2	-8
- COc1ccccc1-c1ccc(C2[C@H]3CNC[C@@H]2N3Cc2cc(-c3ccccc3)on2)cc1 (stereo partly specified)
  -0.3	-15	.	-15
- C[C@H]1CN([C@@H](C)CO)C(=O)c2cc(NC(=O)Nc3cccc4ccccc34)ccc2O[C@H]1CN(C)C(=O)Nc1cccc2ccccc12
  -2.5	-3	59	-50
- C[C@@H]1CN([C@@H](C)CO)C(=O)Cc2cc(NS(=O)(=O)c3ccc(F)cc3)ccc2O[C@@H]1CN(C)CC1CCCCC1
  -1.0	-8	79	-14
- C[C@@H]1CCCCO[C@H](CN(C)S(=O)(=O)c2ccc(Cl)cc2)[C@@H](C)CN([C@H](C)CO)C(=O)c2cc(NC(=O)NC3CCCCC3)ccc2O1
  0.4	7	27	.
- C[C@@H](NC(=O)C[C@H]1C[C@H]2c3cc(NC(=O)C4CCOCC4)ccc3O[C@H]2[C@H](CO)O1)c1ccccc1
  1.2	.	-25	-2
- Cc1ccc(S(=O)(=O)N(C)C[C@@H]2OCCCC[C@@H](C)Oc3ccc(NS(=O)(=O)c4c(C)noc4C)cc3C(=O)N([C@@H](C)CO)C[C@@H]2C)cc1
  0.1	2	59	-59
- COc1ccc(-c2ccc(C3[C@H]4CNC[C@@H]3N4C(=O)Nc3ccccc3F)cc2)cc1 (stereo partly specified)
  4.7&0.9	25&35	.	-34&-1
- C[C@@H]1CN([C@H](C)CO)C(=O)c2cc(NS(C)(=O)=O)ccc2O[C@@H](C)CCCCO[C@H]1CN(C)C(=O)Nc1ccc(C(F)(F)F)cc1
  -0.9	6	-1	-20
- CO[C@@H]1CN(C)C(=O)c2ccc(NC(=O)NC(C)C)cc2OC[C@@H](C)NC[C@@H]1C
  0.1	2	46	.
- COc1ccc(S(=O)(=O)N(C)C[C@@H]2Oc3c(NS(=O)(=O)c4c(C)noc4C)cccc3C(=O)N([C@H](C)CO)C[C@@H]2C)cc1
  -0.6	-10	38	-26
- C[C@H](CO)N1C[C@H](C)[C@H](CN(C)Cc2ccc3c(c2)OCO3)Oc2ccc(NC(=O)NC3CCCCC3)cc2CC1=O
  -0.3	1&-3	.	14
- CN(C)c1ccc2c(c1)[C@H]1C[C@H](CC(=O)NCC3CC3)O[C@@H](CO)[C@H]1O2
  19	6	35	12
- C[C@@H]1CN([C@@H](C)CO)C(=O)c2cc(NC(=O)C3CCCCC3)ccc2O[C@@H]1CN(C)Cc1ccc2c(c1)OCO2
  0.5	2	-6	1
- COc1ccccc1S(=O)(=O)N[C@H]1CC[C@@H](CCn2cc(C3CCCC3)nn2)O[C@H]1CO
  -1.7	11	.	-24
- C[C@@H]1CCCCO[C@H](CN(C)Cc2ccccc2)[C@@H](C)CN([C@H](C)CO)C(=O)c2cc(NC(=O)Nc3ccc(C(F)(F)F)cc3)ccc2O1
  -0.3	14	91	-47

# The last 2 entries of the section before come first, to join the parts:
# Below each SMILES – GASC1 inh	C diff growth	Tcruzi prolif	Pf Dd2 inh
- COc1ccccc1S(=O)(=O)N[C@H]1CC[C@@H](CCn2cc(C3CCCC3)nn2)O[C@H]1CO
  -1.7	11	.	-24
- C[C@@H]1CCCCO[C@H](CN(C)Cc2ccccc2)[C@@H](C)CN([C@H](C)CO)C(=O)c2cc(NC(=O)Nc3ccc(C(F)(F)F)cc3)ccc2O1
  -0.3	14	91	-47
- C[C@H](CO)N1C[C@H](C)[C@H](CN(C)C(=O)c2cccnc2)Oc2ncc(C3=CCCCC3)cc2C1=O
  0.8	-2	.	1
- CCCNC(=O)Nc1ccc2c(c1)OC[C@@H](C)N(Cc1ccncc1)C[C@H](C)[C@@H](OC)CN(C)C2=O
  0.5	.	-53	-16
- CO[C@@H]1CN(C)C(=O)c2ccc(NC(=O)C3CCC3)cc2OC[C@@H](C)N(CC2CCCCC2)C[C@@H]1C
  .	.	79	-65
- CC(C)[C@@H]1COCn2nncc2CCCC(=O)N1
  3.3	-6	.	.
- COc1ccc2c3c(n(C)c2c1)[C@@H](CO)N(C(=O)c1cnccn1)CC31CCN(C(C)=O)CC1
  -0.2	0	.	23
- COc1ccccc1NC(=O)N(C)C[C@H]1Oc2cc(Br)ccc2S(=O)(=O)N([C@@H](C)CO)C[C@H]1C
  -1.7	1	.	7
- CC(=O)N1[C@H](CO)[C@H](c2ccccc2)[C@H]1CN(C(=O)c1cccc(F)c1)C(C)C
  0.1	22	-14	23
- COc1ccc(S(=O)(=O)N[C@@H]2CC[C@@H](CCn3cc(-c4cccc(F)c4)nn3)O[C@H]2CO)cc1
  -2.3	-4	-81	-13
- C[C@H](NC(=O)C[C@@H]1CC[C@@H](NC(=O)CN2CCOCC2)[C@@H](CO)O1)c1ccccc1
  -0.6	.	45	3
- CNC[C@@H]1Oc2c(NC(=O)NC3CCCCC3)cccc2C(=O)N([C@H](C)CO)C[C@H]1C
  -2.3	-2	41	-1
- C[C@@H]1CN([C@H](C)CO)C(=O)c2cc(NC(=O)c3ccncc3)ccc2O[C@@H](C)CCCCO[C@H]1CN(C)Cc1ccc(C(=O)O)cc1
  -2.4	-5	13	49
- CC(C)C#Cc1cnc2c(c1)C(=O)N([C@H](C)CO)C[C@@H](C)[C@H](CN(C)Cc1ccccc1F)O2
  0.7	-12	75	.
- Cc1ccc(S(=O)(=O)Nc2ccc3c(c2)C(=O)N([C@@H](C)CO)C[C@@H](C)[C@H](CN(C)Cc2ccc4c(c2)OCO4)O3)cc1
  -0.6	4	51	7
- Cc1ccc(S(=O)(=O)N(C)C[C@H]2Oc3ccc(NC(=O)NC4CCCCC4)cc3C(=O)N([C@@H](C)CO)C[C@@H]2C)cc1
  -0.4	0	-13	11
- C[C@@H]1CN([C@H](C)CO)C(=O)c2cc(NS(C)(=O)=O)ccc2O[C@H]1CN(C)C(=O)Nc1ccccc1
  2.6	-2	.	-4
- C[C@@H]1CN([C@H](C)CO)C(=O)c2cc(NC(=O)CCC(F)(F)F)ccc2O[C@@H]1CN(C)S(=O)(=O)c1cn(C)cn1
  -0.2	.	-53	15
- C[C@H](CO)N1C[C@H](C)[C@@H](CN(C)Cc2ccc(C(=O)O)cc2)Oc2ccc(NC(=O)Nc3ccc(C(F)(F)F)cc3)cc2C1=O
  0.2	.	-48	5
- CO[C@H]1CN(C)C(=O)c2ccc(NC(=O)Cc3ccccc3)cc2OC[C@@H](C)N(C(=O)c2ccccc2F)C[C@@H]1C
  3.3	.	13	6
- C[C@H](CO)N1C[C@H](C)[C@H](CN(C)S(=O)(=O)c2ccc(Oc3ccccc3)cc2)OCc2cnnn2CCCC1=O
  -0.2	-3&-2	69&28	-7&-19
- C[C@H](CO)N1C[C@H](C)[C@H](CN(C)S(=O)(=O)c2ccc(Cl)cc2)Oc2ccc(NC(=O)Nc3ccc(C(F)(F)F)cc3)cc2CC1=O
  -3.2	5	15	-27
- COc1ccc(NC(=O)Nc2ccc3c(c2)C(=O)N(C)C[C@H](OC)[C@@H](C)CN[C@H](C)CO3)cc1
  1.1	4	-19	-4
- C/C=C/c1ccc([C@H]2[C@@H](CO)N3CCCCN(S(=O)(=O)c4ccc(F)cc4)C[C@H]23)cc1
  -1.9	33	?	-71
- CCCC(=O)Nc1ccc2c(c1)OC[C@@H](C)N(Cc1cccc(F)c1)C[C@H](C)[C@@H](OC)CN(C)C2=O
  1.0	.	71	-56

# At a glance, some entries already given.
# Below each SMILES – GASC1 inh	C diff growth	Tcruzi prolif	Pf Dd2 inh
- CN(C)C(=O)c1ccc(-c2ccccc2[C@H]2[C@H](C#N)N(C(=O)C3CCCCC3)[C@H]2CO)cc1
  1.2	-16	.	-22
- C[C@H](CO)N1C[C@H](C)[C@H](CN(C)Cc2ccccc2)Oc2ccc(NC(=O)CCN3CCOCC3)cc2CC1=O
  -1.7	2	6	-43
- C[C@@H](NC(=O)C[C@H]1C[C@@H]2c3cc(N(C)C)ccc3O[C@@H]2[C@H](CO)O1)c1ccccc1
  24	0	-6	12
- COc1ccc(S(=O)(=O)N(C)C[C@@H]2Oc3ccc(NC(=O)NC4CCCCC4)cc3C(=O)N([C@H](C)CO)C[C@H]2C)cc1
  0.8	1	56	12
- O=C(Nc1ccc2c(c1)OCO2)N[C@@H]1CC[C@@H](CCNC(=O)C2CCOCC2)O[C@@H]1CO
  0.9	-1	.	.

# Assay outcomes (PubChem BioAssay)
